# Compound activity as filed in PubChem.
# GPR35 arrestin U2OS – inhibition of zaprinast-stimulated GPR35 beta-arrestin translocation – imaging, U2OS, beta-arrestin-GFP, zaprinast agonist, primary screen (AID 2058) | U2OS GPR35 beta-arrestin-GFP translocation imaging, zaprinast antagonism; higher % means a stronger effect | one-dose inhibition, % at 10 µM; IC50 in µM for titrated hits | 290,000 tested, 0.052% active;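 active = inhibition of at least 50% with at least 30 cells and total cytoplasm GFP at most 10,000,000; inconclusive = under 30 cells or total GFP of 10,000,000 plus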
# HIV fusion peptide – cell-free HIV fusion peptide-binding blockers – biochemical, uHTS, fluorescence dequenching, primary screen (AID 1986). cell-free peptide binding, fluorescence dequenching, 30 min; higher % means a stronger effect. inhibition, % at 20 µM; hits with a dose series show IC50 in µM. 290,000 tested, 0.3% active; in the data active = inhibition mostly above about 52%, no sharp cut-off; inactive = mostly below about 76%; also: some results filed as inactive read as strong as hits
# Siah-1 displacement – Siah-1 peptide-binding antagonists, primary screen, biochemical, fluorescence polarization, rhodamine-plectin, uHTS (AID 1817); Siah-1 / rhodamine-plectin peptide fluorescence polarization; higher % means a stronger effect; one-dose displacement, % at 20 µM; IC50 in µM for titrated hits; 290,000 tested, 0.02% active;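 active = displacement of at least 50% at 20 µM, with a fluorescence ratio check between 0.3 and a set limit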;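 also: plate controls were Siah plus tracer with DMSO for no effect and tracer alone without Siah for full effect; strong numbers were not always called active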
# GPR55 antagonists – GPR55 antagonists blocking LPI-driven arrestin recruitment, primary screen, imaging, U2OS, beta-arrestin-GFP, LPI agonist (AID 2013); inhibition, % at 10 µM; hits with a dose series show IC50 in µM; U2OS GPR55 beta-arrestin-GFP translocation imaging, LPI antagonism; higher % means a stronger effect; 290,000 tested, 0.13% active;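 active = spots per cell inhibited over 60%, with over 100 cells counted and total cytoplasm intensity under 500,000; inconclusive = wells with under 100 cells, flagged as likely toxic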;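 also: U2OS cells stably carrying GPR55 and arrestin-GFP stimulated by 5 µM LPI near EC80; imaged beta-arrestin-GFP aggregate spots per cell after agonist stimulation; plate controls were LPI-stimulated DMSO wells for no effect and DMSO wells without LPI for full effect; some results filed as inactive read as strong as hits; confirmed hits need IC50 under 10 µM and bright autofluorescent wells are also inconclusive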
# KOR beta-arrestin-1 – KOR agonists, beta-arrestin recruitment, primary screen, cell-based, luminescence, uHTS (AID 1777) | KOR beta-arrestin recruitment, luminescence; higher % means a stronger effect | activation, % at 10 µM; hits with a dose series show EC50 in µM | 280,000 tested, 0.02% active; in the data active = activation above about 50%, passing the limit was not always enough; also: a part of the inactive calls stands beside numbers as strong as those of hits
# KOR beta-arrestin-2 – KOR antagonists, beta-arrestin recruitment, cell-based, luminescence, uHTS (AID 1778). 290,000 tested, 0.091% active. KOR beta-arrestin recruitment, luminescence, antagonist mode; higher % means a stronger effect. inhibition, % at 10 µM, or IC50 in µM where a hit was titrated; in the data active = inhibition above about 50%; also: strong numbers were not always called active
# AID2073 – inhibitors of Mint1-CaV2.2 protein interaction, biochemical, HTRF (AID 2073); 290,000 tested, 0.19% active; HTRF protein-protein interaction, Mint1-CaV2.2; higher % means a stronger effect; inhibition, % at 20 µM, or IC50 in µM where a hit was titrated; in the data active = inhibition mostly above about 51%, no sharp cut-off; inconclusive = no clear call, values can overlap the other calls; inactive = mostly below about 53%; also: some results filed as inactive read as strong as hits
# NOD1 inhibition – inhibition of NOD1-driven NF-kB reporter – cell-based, luminescence, uHTS, primary screen (AID 1578); NOD1-driven NF-kB luciferase reporter cells, luminescence; higher % means a stronger effect; 290,000 tested, 1% active; one-dose inhibition, % at 4 µM; EC50 in µM for titrated hits; in the data active = inhibition mostly above about 36%, no sharp cut-off; inactive = mostly below about 34%;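 also: HEK-293T reporter cells stimulated with the NOD1 agonist gamma-tri-DAP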
# GPR55 activation – selective activators of receptor GPR55 – imaging, U2OS cells, beta-arrestin-GFP redistribution, primary screen (AID 1961); activation, % at 10 µM, or EC50 in µM where a hit was titrated; 290,000 tested, 0.048% active; U2OS GPR55 beta-arrestin-GFP redistribution imaging; higher % means a stronger effect;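 active = activation above 40% with more than 50 cells counted in the well; inconclusive = wells holding fewer than 50 cells, flagged as toxic or sparse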;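 also: U2OS osteosarcoma cells stably expressing GPR55 and beta-arrestin-GFP; plate controls were DMSO negative control for no effect and LPI positive control for full effect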
# The depositor's hits bear a star; ? = inconclusive; / = no result given; [ ] = dose if it differs, or a comment. Only part of the results is shown; rates above refer to the full screens.
SMILES,GPR35 arrestin U2OS,HIV fusion peptide,Siah-1 displacement,GPR55 antagonists,KOR beta-arrestin-1,KOR beta-arrestin-2,AID2073,NOD1 inhibition,GPR55 activation
C[C@@]12CCC=C[C@H]1[C@H](c1ccc3ccccc3c1)N(Cc1ccccc1)C2=O,-3%,2.6%,-2%,22%,2.3%,17%,2%,-5%,0.7%
Cc1nn(-c2nnc(NC3CCCCC3)nn2)c(C)c1Br,-8%,1.2%,9%,10%,-1.6%,-13%,-3%,-62%,-0.1%
CCOC(=O)c1c(NC(=O)Cn2nnc(-c3ccc(Cl)cc3)n2)sc(C)c1C,14%,0.1%,4%,11%,0.1%,-10%,42%,-93%,0.5%
Cc1ccc(C(=O)Nn2c(O)c(C=C3N=c4ccccc4=N3)sc2=S)cc1,17%,33%,3%,7%,-1.4%,-2%,-57%,-2%,0.0%
O=C1CC(Cc2ccc(Cl)cc2)C(=O)N1c1cc(Cl)ccn1 (configuration not stated),-3%,0.4%,0%,-6%,5.0%,20%,-8%,8%,0.0%
Cc1ccc(-c2nn(CC(=O)N(C)C)c(=O)c3ccccc23)cc1S(=O)(=O)N(C)C,25%,-1.9%,-5%,-4%,-0.1%,36%,3%,3%,0.7%
O=C1CC(=O)N(CCNc2ncc(C(F)(F)F)cc2Cl)C(=O)N1,13%,38%,-1%,-6%,3.8%,-30%,-1%,12%,-0.1%
COc1cc(OC)cc(C(=O)Nc2ccccc2N2CCOCC2)c1,17%,-1.1%,-3%,-2%,-8.1%,10%,-5%,4%,-0.2%
Cc1cccc(CN2CCN(CC(=O)NCCCN3CCN(c4ccc(F)cc4)CC3)C2=O)c1,6%,1.3%,2%,7%,-1.0%,-4%,1%,14%,0.2%
CC(C(=O)NCc1ccc(Cl)cc1)n1cccc1C(=O)c1ccccc1 (configuration not stated),14%,1.0%,-6%,-18%,2.7%,-24%,4%,16%,-0.3%
COc1ccc(CC(=O)c2c(O)cc(O)cc2O)cc1OC,9%,13%,0%,-10%,4.4%,-16%,18%,-24%,-0.1%
CCN1C(=O)[C@H]2[C@@H](c3ccc(C)cc3)N3C(=O)N(c4ccccc4)C(=O)[C@@]3(Cc3ccccc3)[C@H]2C1=O,11%,0.7%,1%,0%,-4.8%,-26%[20 µM],3%,1%,-0.1%
CC1CCCC(NC2CCCCNC2=O)C1 (configuration not stated),4%,1.3%,4%,7%,9.5%,18%,1%,13%,-0.2%
CC(Cc1ccco1)NC(=O)c1cccc(S(=O)(=O)N(C)C)c1 (configuration not stated),-9%,0.7%,1%,15%,0.6%,4%,6%,-16%,-0.1%
CC(C)Cn1c(N2CCN(C(=O)c3cccs3)CC2)nc2ccccc21,20%,-0.3%,-1%,-4%,-3.0%,-13%,2%,-15%,-0.2%
O=C(CSc1ccc(Cl)cc1)N/N=C/c1ccc([N+](=O)[O-])o1,-4%,17%,-9%,5%,-1.0%,-7%,17%,2%,0.0%
O=C(NCC(=O)N1CCCCCC1)c1ccc(OC(F)F)cc1,-8%,0.2%,-3%,-8%,1.3%,-3%,8%,-31%,-0.1%
Cc1ccccc1N(C(=O)CNC(=O)c1cccs1)C(C(=O)NC1CCCC1)c1ccncc1 (configuration not stated),-7%,0.9%,-3%,8%,-2.0%,-18%,9%,-30%,0.5%
CCN(CC)C(=O)CSc1nnc(-c2cccnc2)n1Cc1ccccc1,17%,-2.9%,-4%,10%,67%,-9%,-3%,2%,-0.1%
O=[N+]([O-])c1ccc(N=Cc2ccc(Br)c([N+](=O)[O-])c2)cc1,-6%,0.4%,3%,1%,4.2%,-46%,-6%,-20%,0.5%
COCCNC(=O)CSc1ncnc2sccc12,-4%,-2.2%,2%,/,8.0%,8%,-4%,4%,0.0%
COC(=O)C(C)Sc1nnc(Cc2cc(=O)[nH]c(=O)[nH]2)n1-c1ccc(OC)cc1 (configuration not stated),-10%,3.8%,2%,4%,-2.3%,38%,-2%,2%,0.4%
CCOc1ccccc1Nc1nc(-c2sc(NC(=O)c3ccco3)nc2C)cs1,25%,4.6%,1%,17%,-3.2%,10%,-2%,42%,0.4%
COCCNC(=O)c1c(N)n(-c2cccc(C)c2)c2nc3ccccc3nc12,2%,0.9%,-8%,-4%,-6.1%,-28%,33%,-28%,-0.2%
COc1cc(/C=N/NC(=O)C(=O)/C=C2\NC(C)(C)Cc3ccccc32)ccc1O,-6%,0.0%,-6%,-17%,4.9%,-10%,3%,21%,-0.3%
COc1cccc(CC2(CO)CCN(Cc3cn(C)nc3C)CC2)c1,11%,-2.0%,-9%,17%,/,23%[20 µM],-11%,0%,-0.1%
CCOc1cccc(SCc2noc(C(=O)NC(C)C)c2C(=O)O)c1,8%,6.5%,6%,1%,0.8%,-6%,0%,-6%,-0.1%
O=C(/C=C/c1ccc(S(=O)(=O)NCc2ccco2)cc1)N1CCN(c2ccccc2)CC1,11%,0.3%,-3%,-3%,0.4%,-14%,5%,26%,-0.2%
Cc1cccc(Cc2nnc(NC(=O)c3cccc(S(=O)(=O)N4CCOCC4)c3)s2)c1,10%,-0.5%,1%,1%,-3.5%,-19%,10%,-9%,0.2%
Cn1nnnc1SCCNCc1ccccc1OCc1ccccc1,-13%,-0.3%,-2%,1%,3.9%,-32%,2%,-22%,0.0%
CCCN1C(=O)/C(=C/c2nc3ccccc3c(=O)[nH]2)c2cc(C)ccc21,-13%,-0.4%,-4%,9%,0.9%,-35%,8%,-4%,-0.2%
Cc1c(NC(=O)CSc2ncccn2)c(=O)n(-c2ccccc2)n1C,12%,2.2%,-2%,-6%,0.8%,8%,-11%,-1%,-0.2%
C=C(C)CNC(=S)N/N=C/c1ccc(N2CCOCC2)cc1,22%,0.1%,4%,5%,-1.8%,/,-2%,-19%,-0.4%
CCCCCNS(=O)(=O)c1cc(C)ccc1OC,-17%,3.6%,4%,-6%,5.5%,7%,0%,-8%,-0.3%
O=C(c1ccccc1F)c1cc2c(cc1[N+](=O)[O-])OCCO2,-10%,-1.5%,1%,2%,-8.9%,31%[20 µM],?,-16%,-0.1%
O=c1oc2ccccc2cc1-c1ccccc1,-3%,2.8%,2%,1%,-7.5%,-5%[20 µM],18%,-32%,-0.1%
O=C(NCCN1CCOCC1)c1cc(Sc2ccc(F)cc2F)nc2ccccc12,1%,0.6%,13%,16%,-1.7%,1%,-8%,4%,0.1%
CCOC(=O)N1CCN(C(=O)c2ccc3c(=O)n(Cc4ccc(OC)cc4)c(=S)[nH]c3c2)CC1,-19%,-0.4%,8%,0%,-2.2%,-12%,-25%,10%,0.3%
CCOC(=O)c1ccc(NCCc2ccc(OC)c(OC)c2)c(N)c1,-18%,-1.2%,-3%,-8%,-4.1%,-31%[20 µM],7%,-1%,0.0%
O=C(NCc1ccco1)C1CC(c2ccccc2C(F)(F)F)=NO1 (configuration not stated),-4%,3.9%,-3%,-12%,-4.0%,34%,1%,11%,-0.2%
Nc1nc(=S)[nH]c2c1C1(CCCCC1)Cc1ccccc1-2,12%,2.6%,9%,12%,3.1%,18%,2%,-16%,-0.2%
CN(c1ccc(F)cc1)S(=O)(=O)c1ccc2[nH]cc(C(=O)O)c(=O)c2c1,5%,17%,3%,1%,1.3%,22%,-2%,-18%,-0.1%
Nc1c(C(=O)NCc2ccc3c(c2)OCO3)nnn1Cc1cccc(F)c1,0%,-0.1%,11%,10%,2.0%,5%,19%,0%,0.7%
O=C(O)Cc1csc(NC(=O)CSc2nnnn2-c2ccc(O)cc2)n1,10%,-1.0%,18%,6%,2.6%,31%,-7%,-2%,-0.3%
COc1ccc(CCN2C(=O)CC(NCc3ccc4c(c3)OCO4)C2=O)cc1OC (configuration not stated),15%,23%,2%,14%,-1.5%,4%,4%,-28%,0.3%
COc1cccc(OCCOCCN(C)CCO)c1,-5%,1.5%,-6%,3%,-3.1%,-46%,7%,-4%,-0.2%
c1ccc2c(c1)[nH]c1c(NCC3CCCO3)ncnc12 (configuration not stated),15%,-1.2%,-4%,-13%,-5.5%,3%,11%,21%,0.2%
N#Cc1ccc(-c2cccnc2)nc1SCc1ccc(Cl)c(Cl)c1,-14%,-0.1%,1%,10%,0.0%,18%,5%,-22%,0.1%
C=CCn1c(SCC(C)=O)nnc1-c1ccc2ncccc2c1,-5%,-0.4%,12%,10%,-0.4%,8%,-13%,3%,0.6%
O=C(N/N=C/c1ccc([N+](=O)[O-])o1)c1ccc(NS(=O)(=O)c2cccs2)cc1,0%,37%,-6%,1%,2.6%,5%,3%,8%,-0.2%
CCCn1nc(NS(=O)(=O)c2cccc3nonc23)c2cc3cccc(C)c3nc21,10%,51%,0%,3%,1.6%,-37%,4%,21%,-0.1%
CCCSc1nc2c3c(sc2c(=O)[nH]1)CC(C)(CC)OC3 (configuration not stated),4%,-0.2%,1%,6%,-0.5%,-7%,-10%,-35%,-0.2%
CCOc1ccc(CNc2ccc3c(c2)ncn3C(C)(C)C)cc1,4%,-3.1%,-1%,27%,-0.2%,-8%,-21%,-13%,0.6%
COCCn1nnnc1C(c1ccc(Cl)cc1)N1CCN(C(=O)c2ccco2)CC1 (configuration not stated),-11%,0.3%,2%,-12%,-5.8%,14%,-4%,-14%,-0.2%
COc1ccc(N2C(=S)N=C(Nc3cccc(C)c3)C23CCCCC3)cc1,-5%,-2.5%,-2%,-6%,3.4%,12%,-10%,-8%,-0.4%
CC(NC(=O)c1cnc2ccccc2n1)c1ccccc1 (configuration not stated),-12%,-2.1%,-8%,-3%,3.4%,34%,11%,78%*,0.0%
COc1cccc(C2C3=C(N=c4s/c(=C\c5cccc(O)c5)c(=O)n42)c2ccccc2CC3)c1OC (configuration not stated),2%,3.9%,0%,12%,2.0%,-12%,14%,-19%,0.2%
COc1ccccc1N=Nc1ccc(O)c2ncccc12,-6%,4.6%,-3%,6%,3.1%,-19%,-1%,-12%,1.0%

# Given tab-delimited: part of the list above
structure	GPR35 arrestin U2OS	HIV fusion peptide	Siah-1 displacement	GPR55 antagonists	KOR beta-arrestin-1	KOR beta-arrestin-2	AID2073	NOD1 inhibition	GPR55 activation
COc1ccc(N2C(=S)N=C(Nc3cccc(C)c3)C23CCCCC3)cc1	-5%	-2.5%	-2%	-6%	3.4%	12%	-10%	-8%	-0.4%
CC(NC(=O)c1cnc2ccccc2n1)c1ccccc1 (configuration not stated)	-12%	-2.1%	-8%	-3%	3.4%	34%	11%	78%*	0.0%
